# Vif-APOBEC3F blk = blocks the Vif interaction with APOBEC3F | HeLa A3F-eYFP + Vif (tagged APOBEC3F with the HIV-1 protein that degrades it), YFP fluorescence increase | 390,000 compounds, 0.2% hits | Potency, µM (series often up to 46.1 µM), for the others: top-dose activity, negative = active; further: potency means the concentration at half of the fitted maximal effect; % of control where 0% means no effect; nearly all actives have a fitted effect of over 65% in size
#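 HeLa cells stably expressing A3F-eYFP plus Vif, plated and incubated overnight at 37 deg C, then exposed to compounds overnight at 37 deg C. Blocked degradation read as raised yellow fluorescence (Ex 488/Em 500-530).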
# TrxR1 substrate = rat thioredoxin reductase 1 substrate activity; 390,000 compounds, 0.01% hits; purified TrxR1 substrate turnover, NADPH consumption readout; Potency, µM (doses to about 114 µM), for the others: at the highest dose activity change, negative = substrate turnover; further: potency means the concentration at half of the fitted maximal effect; on the % scale 0 is the no-effect control and ±100 the full control effect; nearly all actives have a fitted effect of over 50% in size
#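 Rat TrxR1, dispensed at 90 nM, was prereduced with 400 uM NADPH (final) for 5 min at ~22 deg C, then incubated with compound 15 min before 400 uM selenite. A first-read NADPH fluorescence drop versus no-compound background flagged substrates.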
# IDH1 R132H inh = blocks human mutant IDH1 R132H enzyme; AID 602179; O75874; Potency, µM (top dose mostly 76.6 µM), without a hit: at the top dose activity change, negative = inhibition, most hits filed as inhibitors; 390,000 compounds, 0.093% hits; IDH1-R132H enzyme, NADPH consumption, diaphorase/resazurin fluorescence; further: potency means the concentration at half of the fitted maximal effect; on the % scale 0 is the no-effect control and ±100 the full control effect; nearly all actives have a fitted effect of over 65% in size
# Target sequence (O75874 whole entry R132H, stated change not applied): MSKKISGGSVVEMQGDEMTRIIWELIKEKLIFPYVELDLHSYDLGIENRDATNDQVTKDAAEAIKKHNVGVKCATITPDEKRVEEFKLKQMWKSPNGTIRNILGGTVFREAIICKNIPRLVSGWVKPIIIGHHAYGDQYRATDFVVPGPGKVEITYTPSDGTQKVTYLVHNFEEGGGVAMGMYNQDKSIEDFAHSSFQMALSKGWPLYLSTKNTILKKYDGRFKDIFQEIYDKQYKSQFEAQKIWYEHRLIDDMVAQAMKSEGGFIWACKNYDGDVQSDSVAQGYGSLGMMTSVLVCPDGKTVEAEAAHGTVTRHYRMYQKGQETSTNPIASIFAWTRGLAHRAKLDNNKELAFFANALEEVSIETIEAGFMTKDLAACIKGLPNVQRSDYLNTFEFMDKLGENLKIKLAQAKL
#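 IDH1-R132H (0.5 ug/mL) preincubated 30 min with compound, then NADPH (0.016 mM) and alpha-KG (2 mM) added; 80 min at RT, pH 7.5. Remaining NADPH coupled via diaphorase/resazurin to fluorescence (540/590 nm); concentration-response curves normalized to no-enzyme control.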
# LDHA inh = blocks human lactate dehydrogenase A; P00338; purified LDHA, NADH/diaphorase-resazurin fluorescence; stronger effect = lower value; activity change, % (values are at about 110 or 230 µM); 480,000 compounds, 0.15% hits; AID 1347041; in the data active means activity change below about -30%; inconclusive means mostly about -25% to -30%;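 further: plate controls were DMSO wells for no effect and wells without enzyme for full effect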
#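 Remaining NADH was detected by diaphorase (0.133 mg/mL) converting 37 µM resazurin to fluorescent resorufin, read at 0 and 20 minutes. The preceding 5-minute room-temperature reaction used 2 nM LDHA, 0.2 mM sodium pyruvate and 0.06 mM NADH at pH 7.4.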
# PI4K2A inh = PI4K2A (human) kinase inhibition; Q9BTU6; purified PI4K2A, ADP-Glo luminescence, 1 h; stronger effect = lower value; activity change, negative = inhibition, % at 76.9 µM; 420,000 compounds, 0.13% hits; in the data active means activity change below about -50%; inconclusive means mostly about -30% to -49%;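 further: -100% = wells without enzyme as full effect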
#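 Compounds are screened against recombinant PI4K2A using PI as substrate and ATP, the latter dispensed at 300 microM. Reactions run one hour at ambient temperature before ADP-Glo detection; full inhibition defined by wells lacking enzyme.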
# RXFP1 agonist = agonists of human relaxin receptor RXFP1; HEK293T-RXFP1 cAMP TR-FRET, 30 min; response scale: percent of porcine relaxin response, buffer zero; AID 2676; 370,000 compounds, 0.3% hits; Potency, µM (highest dose often 57.5 µM), for inactives: top-dose activation, actives largely listed as activators; further: potency means the concentration at half of the fitted maximal effect; on the % scale 0 is the no-effect control and ±100 the full control effect; nearly all actives have a fitted effect of over 60% in size; many of its hits are not listed in these tables
#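 HEK293 cells stably expressing RXFP1, treated 30 min at 37C with compounds plus PDE4 inhibitor Ro 20174; cAMP measured by HTRF TR-FRET. Normalized to buffer and 29 nM porcine relaxin; EC50 by Hill fit.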
# Vif-APOBEC3G blk = Vif-A3G binding inhibition; Q9HC16; HeLa A3G-eYFP + Vif (tagged APOBEC3G with the HIV-1 protein that degrades it), YFP fluorescence, overnight; AID 602310; 410,000 compounds, 0.076% hits; Potency, µM (top dose mostly 46.1 µM), without a hit: at the top dose activity, negative = active, usual class: inhibitors;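 further: potency means the concentration at half of the fitted maximal effect; on the % scale 0 is the no-effect control and ±100 the full control effect; nearly all actives have a fitted effect of over 60% in size; hits raise eYFP signal because A3G escapes Vif-driven loss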
# Target sequence (Q9HC16 whole entry, looked up): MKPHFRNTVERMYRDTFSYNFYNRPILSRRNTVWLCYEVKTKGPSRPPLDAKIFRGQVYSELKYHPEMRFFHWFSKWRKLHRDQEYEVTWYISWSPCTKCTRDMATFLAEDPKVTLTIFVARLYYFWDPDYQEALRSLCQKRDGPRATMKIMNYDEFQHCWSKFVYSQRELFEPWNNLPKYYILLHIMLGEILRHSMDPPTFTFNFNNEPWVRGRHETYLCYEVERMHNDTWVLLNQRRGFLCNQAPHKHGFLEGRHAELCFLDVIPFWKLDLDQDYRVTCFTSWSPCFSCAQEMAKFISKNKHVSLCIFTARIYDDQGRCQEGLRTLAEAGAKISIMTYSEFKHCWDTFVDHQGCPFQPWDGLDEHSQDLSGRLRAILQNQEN
#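 Read-out is eYFP fluorescence (Ex 488/Em 500-530) from Vif-expressing HeLa A3G-eYFP cells; more signal means A3G escaped Vif-mediated degradation. Cells plated overnight, compound pinned in, incubated overnight at 37 deg C.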
# USP1-UAF1 inh = inhibitors of human USP1/UAF1 deubiquitinase. Potency, µM (doses to about 57.1 µM), inactives show at the top dose activity change, negative = inhibition, actives largely listed as inhibitors. recombinant USP1/UAF1, Ub-Rhodamine cleavage fluorescence. O94782. 390,000 compounds, 0.23% hits; further: potency means the concentration at half of the fitted maximal effect; on the % scale 0 is the no-effect control and ±100 the full control effect; nearly all actives have a fitted effect of over 60% in size; inactives centre near -12
#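 1 nM enzyme complex + cpd, 15 min RT; start with Ub-Rho 150nM final; kinetic fluorescence ex 480/em 540, 6 reads q60 s. Buffer 50mM HEPES pH 7.8, 0.5mM EDTA, 0.1 mg/ml BSA, 1mM TCEP, 0.01% Tween-20.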
# Glioma ERSR ind = ER stress response induction in glioma | Potency, µM, inactives show at the top dose activation, most hits filed as activators | 420,000 compounds, 0.02% hits | AID 602332 | U87-MG GRP78 promoter luciferase reporter, 16 h; further: potency means the concentration at half of the fitted maximal effect; series mostly up to about 76 µM; % of control where 0% means no effect; nearly all actives have a fitted effect of over 35% in size
#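 Stably transfected U87-MG human glioma cells carrying a GRP78-based luminescent sensor were seeded at 1000 cells/well, pin-dosed with compounds and incubated 16 h. Luciferase reagent was then added, and end-point luminescence was read after 10 min at room temperature.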
# Starred values were filed as active, the others as inactive; ? = inconclusive; · = not tested or not shown; & = joins results of further samples; [ ] = another dose, or the depositor's remark. Unless noted, the call rests on the fitted dose curve; in most records, active means well fitted curve in the direction sought with a large enough effect; inconclusive means small, poorly fitted or top-dose-only effect, or another doubt; inactive means no such curve, though single readings can be large; an effect the other way counts as inactive or inconclusive. This is a subset, so the mix of outcomes need not match the whole.
# Start of the listing, in advance, 2 compounds:
SMILES,Vif-APOBEC3F blk,TrxR1 substrate,IDH1 R132H inh,LDHA inh,PI4K2A inh,RXFP1 agonist,Vif-APOBEC3G blk,USP1-UAF1 inh,Glioma ERSR ind
COC(=O)c1ccccc1NC(=O)C(C)Oc1ccccc1 (stereo not drawn),7%,8%[57.1 µM],8%,-5,2,2.3%,-1%,-19%,-5%
O=C(Cn1nnc(-c2ccccc2)n1)NNC(=O)c1ccccc1,-7%,5%[57.1 µM],-1%,-7,3,4.8%,0%,-6%,-1%

# This part in full, from the first entry:
SMILES,Vif-APOBEC3F blk,TrxR1 substrate,IDH1 R132H inh,LDHA inh,PI4K2A inh,RXFP1 agonist,Vif-APOBEC3G blk,USP1-UAF1 inh,Glioma ERSR ind
COC(=O)c1ccccc1NC(=O)C(C)Oc1ccccc1 (stereo not drawn),7%,8%[57.1 µM],8%,-5,2,2.3%,-1%,-19%,-5%
O=C(Cn1nnc(-c2ccccc2)n1)NNC(=O)c1ccccc1,-7%,5%[57.1 µM],-1%,-7,3,4.8%,0%,-6%,-1%
Cc1noc(C)c1C(=O)Nc1ccc(-n2ccc(C(F)(F)F)n2)cc1,11%,-8%[57.1 µM],5%,0,-3,-0.2%,1%,1%,3%
O=C(NCCc1ccccc1)c1c(O)c2ccccc2[nH]c1=O,0%,6%,-11%,2,1,-2.7%,2%,-30%,-1%
COc1ccc(OC)c(NC(=O)CN2C(=O)CSc3ccc(S(=O)(=O)N4CCCC4)cc32)c1,1%,-1%,10%,-2,-3,1.7%,-5%,-22%,0%
Cn1c(=O)c2c(nc(N/N=C/c3cccs3)n2Cc2ccccc2)n(C)c1=O,3%,1%,11%,-5,3,0.3%,1%,-19%,-1%
CCCn1c(CCNc2nc(-c3ccc(Cl)c([N+](=O)[O-])c3)cs2)nc2cc(Cl)c(Cl)cc21,-9%,0%,0%,1,-4,-2.3%,-3%,-16%,-3%
CN(C)S(=O)(=O)c1ccc(N2CCOCC2)c(C(=O)NCc2ccc3c(c2)OCO3)c1,8%,0%,6%,-6,3,1.0%,1%,-12%,0%
CCCCCOc1ccc(Cn2c(=O)oc3ccc(C)cc32)cc1OC,13%,1%,5%,-4,3,-0.8%,-1%,-15%,-3%
C[C@H](CO)N1C[C@H](C)[C@@H](CN(C)Cc2ccc(-c3ccccc3)cc2)OCc2cnnn2CCCC1=O,0%,·,17%,-5,4,·,-1%,-6%,1%
O=C(Nc1cccc(O)c1)c1cccc(C(=O)Nc2cccc(O)c2)c1,-18%,5%,-1%,-3,-4,-1.5%,0%,-25%,0%
COc1ccc(/C=N/NC(=O)c2ccc(Cl)cc2Cl)cc1COC(C)=O,0%,-12%,4%,-12,-1,9.0%,?,-23%,-1%
CCOC(=O)N1CCN(CCC(=O)c2ccc(OC)cc2)CC1,5%,5%,-2%,-5,7,-0.1%,-20%,-21%,-13%
CC(C)(C)c1cc(C2COC(=O)COCCOCC(=O)OCCOCCO2)cc(C(C)(C)C)c1O (stereo not drawn),8%,-6%,6%,-5,3,·,1%,-5%,?
COCCn1c(COc2cccc(OC)c2)nnc1SCC(=O)N1CCOCC1,0%,3%,1%,-7,2,0.2%,1%,-3%,-4%
CCc1ccc(CN2CCC(CO)(CC3CCCCO3)CC2)o1 (stereo not drawn),-17%,1%,0%,-4,-3,2.4%,3%,-21%,-2%
COc1ccccc1N1CCN(CC(O)COc2ccc3c(c2)OCO3)CC1 (stereo not drawn),2%,3%,-1%,1,-4,-1.8%,2%,-11%,-2%
O=[N+]([O-])c1ccc(NN=Cc2cc(Br)ccc2O)nc1,?,-6%,2%,-6,-2,·,2%,-18%,3%
Cc1ccc(N(c2ncnc(N)c2[N+](=O)[O-])C2CCCCC2)cc1,2%,-1%,-7%,-4,-7,-0.6%,1%,1%,-4%
CCOC(=O)CSc1nnc(NC(=O)NC(C)C)s1,5%,1%,-20%,-15,1,3.1%,-5%,-8%,-9%
COc1ccc(S(=O)(=O)NCC2CCCN(C(=O)CCSC)C2)cc1 (stereo not drawn),0%,-8%,-9%,-1,0,-0.1%,2%,-24%,0%
Cc1cc2oc(C(=O)Nc3ccc(S(=O)(=O)Nc4nccs4)cc3)cc(=O)c2cc1Cl,1%,-2%,5%,-5,-7,-0.6%,1%,-19%,-6%
Cc1ccc(S(=O)(=O)N(C)c2ccc(C)c([N+](=O)[O-])c2)cc1,1%,5%[57.1 µM],10%,-4,0,0.2%,-2%,-6%,-3%
COc1cccc(-c2ccc3ncnc(NCc4cccc(C)c4)c3c2)c1,-6%,15%[57.1 µM],·,-5,-2,2.3%&-2.4%,-4%,·,-5%
CCOc1ccc(C(=O)Nc2cccc(C(=O)O)c2C)cc1Cl,1%,-10%[11.4 µM],5%,-15,-9,2.1%,2%,-19%,-14%

# The list continues:
SMILES,Vif-APOBEC3F blk,TrxR1 substrate,IDH1 R132H inh,LDHA inh,PI4K2A inh,RXFP1 agonist,Vif-APOBEC3G blk,USP1-UAF1 inh,Glioma ERSR ind
Cc1ccc(NC(=O)c2ccc(C(C)(C)C)cc2)cc1-n1cnnn1,?,5%,0%,-8,1,0.7%,-3%,-9%,0%
COC(=O)c1cn(NC(=O)C2CCC(C)CC2)c(=O)c2ccccc12 (stereo not drawn),·,6%,6%,-7,1,2.9%,2%,-12%,-4%
Cc1cc(C(C)(C)C)oc1C(=O)NCCCNC(=O)c1oc(C(C)(C)C)cc1C,1%,2%[57.1 µM],?,-4,-2,1.6%,1%,-21%,-2%
O=C(Nc1cc(=O)[nH]c2ncnn12)c1ccco1,-7%,-3%,3%,-8,-4,12%,1%,-3%,-3%
COc1ccc(CCNC(=O)CCc2c(C)nc3c4c(C)cc(C)nc4nn3c2C)cc1OC,-1%,13%,-3%,3,0,5.9%,-4%,7%,-6%
O=C1C(=O)N2C(=C1C(=O)N1CCCCCC1)c1ccccc1CC21CCCC1,14%,4%[57.1 µM],0%,-4,-1,3.5%,0%,-2%,-2%
Cc1ccccc1Cn1c2ccccc2c2cnn(CC(=O)NCCCN3CCOCC3)c(=O)c21,0%,8%,-2%,0,-13,6.3%,0%,-21%,-3%
CNC1(c2nnnn2-c2c(C)cccc2C)CCOC(C)(C)C1 (stereo not drawn),-1%,1%,-8%,-5,1,-0.1%,-1%,-22%,-5%
O=C(CCc1nc2cccnc2n1-c1ccccc1)Nc1ccc(Cl)c(Cl)c1,?,-5%,-6%,-12,1,1.0%,-19%,-12%,-2%
N#Cc1cccc(NC(=O)C2CCN(S(=O)(=O)c3ccc4[nH]c(=O)ccc4c3)CC2)c1,-3%,5%[57.1 µM],-5%,-5,-10,0.1%,-4%,-26%,-1%
Cc1ccc(/C(N)=N/OC(=O)/C=C/c2ccccc2)cc1,-5%,4%[57.1 µM],3%,-6,7,-0.3%,-11%,-13%,1%
CCCOc1ccc(C(CC(=O)O)NC(=O)c2ccc3c(c2)OCO3)cc1 (stereo not drawn),-1%,-12%,0%,-2,-4,-0.3%,-6%,-3%,-4%
CC1(c2ccccc2)CCC(=O)NC1 (stereo not drawn),4%,6%[11.4 µM],3%,1,0,·,-1%,0%,-4%
CCN(c1ccccc1)S(=O)(=O)c1c[nH]c2ccc([N+](=O)[O-])cc12,-5%,-13%,12%,-3,5,3.2%,1%,-14%,-9%
Cc1cccc(NC(=O)CNC(=O)Cn2cc(C(F)(F)F)cc(Cl)c2=O)c1C,-9%,10%[57.1 µM],-7%,-3,-1,0.3%,-2%,-16%,-6%
COc1ccc2nc(C)cc(Nc3ccccc3O)c2c1,5%,-5%,-2%,3,-4,-2.9%,-1%,-18%,-4%
CC(=O)Nc1ccc(S(=O)(=O)NCC2(N3CCOCC3)CCCCC2)cc1,?,7%,7%,-4,-5,0.4%,-2%,-5%,-2%
COc1ccc(C(=O)NCC(c2ccco2)N2CCc3ccccc3C2)cc1 (stereo not drawn),-5%,-2%,2%,-4,6,0.5%,0%,-9%,-5%
CC(=O)N1CCN(C(=O)c2ccc3oc(CCCc4ccccc4)nc3c2)CC1,6%,-6%,-8%,-7,7,3.0%,3%,-11%,-1%

# One compound at a time (already shown). Order of screens: Vif-APOBEC3F blk, TrxR1 substrate, IDH1 R132H inh, LDHA inh, PI4K2A inh, RXFP1 agonist, Vif-APOBEC3G blk, USP1-UAF1 inh, Glioma ERSR ind
# CC(=O)Nc1ccc(S(=O)(=O)NCC2(N3CCOCC3)CCCCC2)cc1 across the screens: ?, 7%, 7%, -4, -5, 0.4%, -2%, -5%, -2%
# CCCOc1ccc(C(CC(=O)O)NC(=O)c2ccc3c(c2)OCO3)cc1 (stereo not drawn) across the screens: -1%, -12%, 0%, -2, -4, -0.3%, -6%, -3%, -4%
# CCN(c1ccccc1)S(=O)(=O)c1c[nH]c2ccc([N+](=O)[O-])cc12 across the screens: -5%, -13%, 12%, -3, 5, 3.2%, 1%, -14%, -9%

# 3 of the entries above in order of the PI4K2A inh value, high to low.
SMILES | PI4K2A inh
CCN(c1ccccc1)S(=O)(=O)c1c[nH]c2ccc([N+](=O)[O-])cc12 | 5
O=C1C(=O)N2C(=C1C(=O)N1CCCCCC1)c1ccccc1CC21CCCC1 | -1
O=C(Nc1cc(=O)[nH]c2ncnn12)c1ccco1 | -4
